RNase H inhibition – RNase H inhibition, HIV 1 Gag Pol polyprotein, FRET biochemical assay, screening (AID 372); one-dose inhibition, % at 10 µM; IC50 in µM for titrated hits; HIV-1 RT RNase H, FRET RNA/DNA substrate fluorescence; higher % means a stronger effect; 0.77% of 100,000 active; in the data active = inhibition above about 50%
* = called active by the depositor; & = joins results of further samples.

`COc1cccc2cc(C(C)=O)c(=O)oc12` gave RNase H inhibition 3.0%.
`CCCC(=O)c1ccc(N2CCN(C(=O)c3cccs3)CC2)c(F)c1` gave RNase H inhibition 0.0%.
Cc1ccc(OCC(=O)NNC(=O)c2ccc(Cl)c(Cl)c2)c(C)c1 was read as RNase H inhibition 6.0%.
For O=C1/C(=C/c2ccc(-c3cccc([N+](=O)[O-])c3)o2)SC(=S)N1Cc1ccco1 the results were RNase H inhibition 21.0%.
`CCOc1ccc(N2C(=O)/C(=C/c3ccc(-c4ccc([N+](=O)[O-])cc4C)o3)C(=O)NC2=S)cc1` gave RNase H inhibition 13.0%.
CCOC(=O)c1sc(NC(=O)c2nn3c(C(F)(F)F)cc(-c4ccc(OC)cc4)nc3c2Br)c(C(=O)OCC)c1C was read as RNase H inhibition 2.0%.
`O=C(Oc1cccc(C=Nc2cccc3ccccc23)c1)c1sc2ccccc2c1Cl` gave RNase H inhibition 30.0%.
For COc1ccc(Br)c(/C=N/NC(=O)CCCC(=O)N/N=C/c2cc(OC)ccc2Br)c1 the results were RNase H inhibition 2.0%.
CCOc1ccc(C(=O)Nc2cccc(OC)c2)cc1[N+](=O)[O-] was read as RNase H inhibition 5.0%.
Screening COc1ccc(OC)c(N/C(=N/S(=O)(=O)c2ccc(C)cc2)Nc2nc(C)cc(C)n2)c1 returned RNase H inhibition 0.0%.
COC(=O)C1=C(C)NC(=S)NC1c1cc(OC)c(OC)cc1OC (centres undefined) was read as RNase H inhibition 13.0%.
`CC(=O)N(c1ccccc1)S(=O)(=O)c1ccc(Cl)cc1` gave RNase H inhibition 5.0%.
For O=C(CSc1nnnn1-c1ccccc1)C1CC1 the results were RNase H inhibition 5.0%.
For Cc1cc(-c2ccc(/C=N/c3c(-c4ccc(Cl)cc4Cl)nc4ccccn34)o2)c(C)c([N+](=O)[O-])c1 the results were RNase H inhibition 21.0%.
`Cn1c(=O)c(Cl)c2c3c(c(Br)ccc31)C(=O)c1ccccc1-2` gave RNase H inhibition 8.0%.
For O=C(NC(c1ccccc1)c1ccccc1)c1ccccc1Br the results were RNase H inhibition 0.0%.
`CN(C)CCN(C)Cc1cccc(Br)c1` gave RNase H inhibition 11.0%.
For COC(=O)COc1ccc(/C=N/NC(=O)CN(c2ccccc2OC)S(=O)(=O)c2ccccc2)cc1 the results were RNase H inhibition 3.0%.
Cc1ccc(C(=O)Nc2cccc([N+](=O)[O-])c2)o1 was read as RNase H inhibition 6.0%.
Screening CCOc1ccc(/C=C/c2c([N+](=O)[O-])c(=O)n(C)c(=O)n2C)cc1 returned RNase H inhibition 16.0%.

Filtered by structure: those above containing fluorine
`CCCC(=O)c1ccc(N2CCN(C(=O)c3cccs3)CC2)c(F)c1` gave RNase H inhibition 0.0%.
CCOC(=O)c1sc(NC(=O)c2nn3c(C(F)(F)F)cc(-c4ccc(OC)cc4)nc3c2Br)c(C(=O)OCC)c1C was read as RNase H inhibition 2.0%.

(cont.)
`CCOC(=O)c1cccc(NS(=O)(=O)c2ccc(F)cc2)c1` gave RNase H inhibition 14.0%.
For O=C(Nc1ccccc1C(=O)O)c1ccc(NC(=O)C(c2ccccc2)c2ccccc2)cc1 the results were RNase H inhibition 0.0%.
For OCCN=Cc1ccc(Cl)cc1Cl the results were RNase H inhibition 19.0%.
COc1ccc(C2/C(=C(\O)c3ccccc3)C(=O)C(=O)N2CCCCCC(=O)O)cc1OC (centres undefined) was read as RNase H inhibition 3.0%.
For COC(=O)c1cc(C(=O)OC)cc(N2C(=O)c3ccc(Oc4ccc(NC(C)=O)cc4)cc3C2=O)c1 the results were RNase H inhibition 8.0%.
Screening CC(C)c1nnc(NC(=O)COc2ccc(C(C)(C)c3ccccc3)cc2)s1 returned RNase H inhibition 8.0%.
O=C(NCCCCc1ccccc1)c1ccc(-c2ccccc2)cc1 was read as RNase H inhibition 9.0%.
Screening CCOc1ccc(NC(=O)/C=C/c2ccc(OC)c(Br)c2)cc1 returned RNase H inhibition 10.0%.
For Cc1cc(Cl)ccc1N(CC(=O)NCc1ccco1)S(=O)(=O)c1ccccc1 the results were RNase H inhibition 10.0%.
`COC(=O)c1cccc(-c2ccc(/C=C3\C(=O)N(c4ccc(S(N)(=O)=O)cc4)N=C3C)o2)c1` gave RNase H inhibition 28.0%.
`Cc1cc(Br)cc(C)c1NC(=S)NC(=O)Cc1ccc(Cl)cc1` gave RNase H inhibition 20.0%.
Screening CC(C)(C)C1=CC(C(C)(C)C)=C([N+](=O)[O-])C(=O)C1=O returned RNase H inhibition 6.0%.
Screening COc1cccc(/C=N/N2CCN(Cc3ccc(Cl)cc3)CC2)c1 returned RNase H inhibition 7.0%.
Screening COc1ccc(N2C(=O)c3ccc(OCCOc4ccc5c(c4)C(=O)N(c4ccc(OC)cc4)C5=O)cc3C2=O)cc1 returned RNase H inhibition 5.0%.
`NS(=O)(=O)c1ccc(CCNC(=O)NC2CCCCC2)cc1` gave RNase H inhibition 3.0%.
Screening CCOC(=O)/C(C#N)=C/c1ccc(-c2ccc([N+](=O)[O-])cc2OC)o1 returned RNase H inhibition 10.0%.
Screening N#C/C(=C\c1ccc(-c2cccc(C(F)(F)F)c2)o1)C(=O)O returned RNase H inhibition 2.0%.
`Cc1cc(Cl)c(OCCN2CCOCC2)c(Cl)c1` gave RNase H inhibition 7.0%.
Screening Cc1ccc2ncnc(NCCc3ccccc3)c2c1 returned RNase H inhibition 0.0%.
`CN(C)c1ccc(Nc2nc(-c3ccncc3)cs2)cc1` gave RNase H inhibition 23.0%.
Screening O=C(N/N=C/c1cccc2ccccc12)C(=O)Nc1cccc(C(F)(F)F)c1 returned RNase H inhibition 0.0%.
Screening O=[n+]1cc(-c2cccc3ccccc23)n([O-])c2c1CCC2 returned RNase H inhibition 24.0%.
For O=C(Nc1ccc(-c2nc3ccccc3o2)c(O)c1)c1cc2ccccc2oc1=O the results were RNase H inhibition 3.0%.
Screening FC(F)(F)c1cccc(NC(=S)NCCc2ccccc2)c1 returned RNase H inhibition 19.0%.
Screening Cc1cc(C)c2oc(-c3cccc(NC(=S)NC(=O)c4ccco4)c3)nc2c1 returned RNase H inhibition 4.0%.
For C=CCNC(=O)CN(c1ccc(OC)cc1OC)S(C)(=O)=O the results were RNase H inhibition 5.0%.
For CC(C)(C)c1ccc2[nH]c3c(c2c1)CCC/C3=N\O the results were RNase H inhibition 18.0%.
`CCOc1cc(OCC)cc(C(=O)Nc2cc(Cl)cc(Cl)c2)c1` gave RNase H inhibition 10.0%.
For O=C(OCC(O)CNC12CC3CC(CC(C3)C1)C2)C12CC3CC(CC(C3)C1)C2 (centres undefined) the results were RNase H inhibition 16.0%.
`Cc1cccc(OCCOCCOc2cccc(/C=C3\SC(N)=NC3=O)c2)c1` gave RNase H inhibition 25.0%.

A stretch of the results above, as a working copy:
Screening O=C(N/N=C/c1cccc2ccccc12)C(=O)Nc1cccc(C(F)(F)F)c1 returned RNase H inhibition 0.0%.
Screening O=[n+]1cc(-c2cccc3ccccc23)n([O-])c2c1CCC2 returned RNase H inhibition 24.0%.
For O=C(Nc1ccc(-c2nc3ccccc3o2)c(O)c1)c1cc2ccccc2oc1=O the results were RNase H inhibition 3.0%.
Screening FC(F)(F)c1cccc(NC(=S)NCCc2ccccc2)c1 returned RNase H inhibition 19.0%.
Screening Cc1cc(C)c2oc(-c3cccc(NC(=S)NC(=O)c4ccco4)c3)nc2c1 returned RNase H inhibition 4.0%.
For C=CCNC(=O)CN(c1ccc(OC)cc1OC)S(C)(=O)=O the results were RNase H inhibition 5.0%.
For CC(C)(C)c1ccc2[nH]c3c(c2c1)CCC/C3=N\O the results were RNase H inhibition 18.0%.

(cont.)
CCCCCCCCON1C(=O)C2C3C=CC(O3)C2C1=O (centres undefined) was read as RNase H inhibition 10.0%.
N#Cc1ccccc1NC1=CC(=O)CCC1 was read as RNase H inhibition 6.0%.
Cc1cc(OCC(=O)Nc2cccnc2)ccc1Cl was read as RNase H inhibition 6.0%.
COc1cc(NC(=O)/C=C/c2ccc([N+](=O)[O-])cc2)c(C(=O)O)cc1OC was read as RNase H inhibition 1.0%.
COc1ccc(-c2csc(/C(C#N)=C/Nc3cccc([N+](=O)[O-])c3)n2)cc1 was read as RNase H inhibition 0.0%.
Screening O=C(NN1C(=O)/C(=C/c2ccccc2)SC1=S)c1cccnc1 returned RNase H inhibition 12.0%.
Screening Cc1cc2c(cc1C)CN(c1ccc(C=Nc3ccc(Cl)cc3)cc1)C2 returned RNase H inhibition 3.0%.
`O=C(c1ccccc1)c1ccc(N2CCCC2)c(F)c1` gave RNase H inhibition 11.0%.
Cc1ccc(OCC(=O)Nc2cc([N+](=O)[O-])ccc2C)c(C(C)(C)C)c1 was read as RNase H inhibition 10.0%.
Screening COc1cccc(OC)c1OCCCCOc1c(OC)cccc1OC returned RNase H inhibition 18.0%.
CC(NC(=O)CSc1nc2sc3c(c2c(=O)n1-c1ccccc1)CCCC3)c1ccccc1 (centres undefined) was read as RNase H inhibition 1.0%.
For CC(C)CCOc1ccc(CN=C(N)N=C(N)N)cc1Cl the results were RNase H inhibition 23.0%&14.0%.
For COc1cc(/C=C2\SC(N)=NC2=O)cc(Br)c1OCc1ccc(F)cc1 the results were RNase H inhibition 11.0%.
Screening CCOc1ccc(C(C)=O)cc1CSC(=N)N returned RNase H inhibition 1.0%.
O=C(/C=C/c1cccc([N+](=O)[O-])c1)Nc1ccc(-c2nc3cc(Cl)cc(Cl)c3o2)cc1 was read as RNase H inhibition 12.0%.
Screening COC(=O)Cn1c(CCS(=O)(=O)c2ccc(OC)cc2)nc2ccccc21 returned RNase H inhibition 0.0%.
Screening Cc1ccc(N2C(=O)C3C4CC5C6(C)CCCC(C)(C(=O)O)C6CCC5(C=C4C(C)C)C3C2=O)cc1 (centres undefined) returned RNase H inhibition 0.0%.
For CCOc1cc(/C=C2\C(=O)NC(=S)N(c3ccccc3F)C2=O)c(Br)cc1O the results were RNase H inhibition 7.0%.
O=C1NC(=S)N/C1=C/c1ccc(OCc2ccccc2Cl)cc1 was read as RNase H inhibition 2.0%.
Screening O=C(Nc1cccc(Cl)c1)c1cccc(NC(=O)c2ccc(Cl)cc2Cl)c1 returned RNase H inhibition 22.0%.
`CCOc1ccc(/C=C2/SC(NC(C)=O)=NC2=O)cc1` gave RNase H inhibition 0.0%.
CN1C(=O)N(C)C(NC(=O)NC(C)(C)C)C1NC(=O)NC(C)(C)C (centres undefined) was read as RNase H inhibition 10.0%.
`O=[N+]([O-])c1ccc(-n2nnnc2-c2ccccc2)c([N+](=O)[O-])c1` gave RNase H inhibition 0.0%.
`COc1ccc(/C=N/n2c(C)nnc2C)cc1` gave RNase H inhibition 6.0%.
COc1ccc(CC(=O)Nc2nccs2)cc1 was read as RNase H inhibition 5.0%.
O=c1c(C=Nc2ccc(Cl)cc2)c(O)n(C2CCCCC2)c(=O)n1C1CCCCC1 was read as RNase H inhibition 14.0%.
Screening CCCCOC(=O)c1ccc(NC(=O)c2ccccc2OC)cc1 returned RNase H inhibition 15.0%.
`COc1cc(C)ccc1OCCOc1cc(C)ccc1C` gave RNase H inhibition 28.0%.
Cc1ccc(N2C(=O)CC(N(C)Cc3ccccc3)C2=O)c(C)c1 (centres undefined) was read as RNase H inhibition 6.0%.
Screening O=C1c2cccc3cccc(c23)C(=O)N1c1nc(-c2ccccc2)cs1 returned RNase H inhibition 20.0%.

Part of the list above in order of formula weight, falling.
Screening CCCCOC(=O)c1ccc(NC(=O)c2ccccc2OC)cc1 returned RNase H inhibition 15.0%.
`O=[N+]([O-])c1ccc(-n2nnnc2-c2ccccc2)c([N+](=O)[O-])c1` gave RNase H inhibition 0.0%.
`CCOc1ccc(/C=C2/SC(NC(C)=O)=NC2=O)cc1` gave RNase H inhibition 0.0%.

Next part
O=C(Nc1c(C(=O)Nc2ccc(Br)cc2)cnn1-c1ccccc1)c1ccco1 was read as RNase H inhibition 8.0%.
Screening COc1ccc(CN2CCN(c3cc(C)ccc3C)CC2)c(C)c1C returned RNase H inhibition 4.0%.
Cc1cc(C=C2C(=O)N(C)C(=O)N(C)C2=O)c(C)n1-c1ccc2c(c1)OCO2 was read as RNase H inhibition 14.0%.
`CCOC(=O)c1c(NC(=O)/C=C/c2ccc3c(c2)OCO3)sc2c1CCCC2` gave RNase H inhibition 14.0%.
`COC(C)(C)C(=O)C(CC(C)C(C)=O)C(=O)C(C)C` (centres undefined) gave RNase H inhibition 3.0%.
O=C1NC(=S)N(c2cccc(Cl)c2Cl)C(=O)/C1=C/c1ccc(-c2ccccc2C(=O)O)o1 was read as RNase H inhibition 0.0%.
Nc1cc(-c2cccc(Br)c2)nn1Cc1ccccc1 was read as RNase H inhibition 4.0%.
Cc1ccc(/C=N/c2sc3c(c2C#N)CCCC3)s1 was read as RNase H inhibition 0.0%.
Screening O=C(Nc1ccccc1C(=O)O)c1cccc(N2C(=O)c3ccccc3C2=O)c1 returned RNase H inhibition 6.0%.
Screening O=C(N/N=C/c1cc(Br)cs1)c1ccccc1[N+](=O)[O-] returned RNase H inhibition 20.0%.
Screening Cc1cc2c(N=NC(=O)c3ccc(Br)cc3)c(O)[nH]c2cc1Br returned RNase H inhibition 1.0%.
Screening O=C(c1ccc(F)cc1)c1ccc(N2CCOCC2)cc1 returned RNase H inhibition 10.0%.
Cc1ccc(/C(O)=C/c2nc3ccccc3[nH]c2=O)cc1 was read as RNase H inhibition 4.0%.
For Cc1ccc(/C=C/C(=O)N2CCN(c3ccccc3)CC2)o1 the results were RNase H inhibition 5.0%.
Cc1cccc(C)c1OCCOc1ccc(Cl)cc1/C=C1\SC(=S)NC1=O was read as RNase H inhibition 43.0%.
`O=C1C(=O)N(c2nc3ccccc3s2)C(c2ccccc2Cl)/C1=C(/O)c1ccccc1` (centres undefined) gave RNase H inhibition 18.0%.
O=C(NCCOC(=O)c1cccs1)c1cccnc1 was read as RNase H inhibition 0.0%.
For CC(C)CC(=O)N1c2ccccc2NC2=C(C(=O)CC(C)(C)C2)C1c1ccco1 (centres undefined) the results were RNase H inhibition 5.0%.
CCOc1ccccc1C(C1=C(O)CC(C)(C)CC1=O)C1C(=O)CC(C)(C)CC1=O (centres undefined) was read as RNase H inhibition 6.0%.
For C/C(Cn1nnc([N+](=O)[O-])n1)=N/NC(=O)Cc1ccc(Cl)cc1 the results were RNase H inhibition 8.0%.
CC(C)COc1ccc(/C=C2\SC(=S)NC2=O)c2ccccc12 was read as RNase H inhibition 51.0%*.

Assay outcomes (PubChem)

This is a subset; the hit share may differ from the screen's.
